Bioassay records from PubChem BioAssay.
IP6K1 inhibitor: IP6K1 kinase inhibition | Q92551 | IP6K1 kinase, ADP-Glo luminescence, 2 h; stronger effect = lower value | activity change, % (series mostly up to about 58 µM) | 140,000 tested, 0.81% active | AID 1645851; in the data active = activity change below about -25%
Target sequence (Q92551 whole entry, looked up): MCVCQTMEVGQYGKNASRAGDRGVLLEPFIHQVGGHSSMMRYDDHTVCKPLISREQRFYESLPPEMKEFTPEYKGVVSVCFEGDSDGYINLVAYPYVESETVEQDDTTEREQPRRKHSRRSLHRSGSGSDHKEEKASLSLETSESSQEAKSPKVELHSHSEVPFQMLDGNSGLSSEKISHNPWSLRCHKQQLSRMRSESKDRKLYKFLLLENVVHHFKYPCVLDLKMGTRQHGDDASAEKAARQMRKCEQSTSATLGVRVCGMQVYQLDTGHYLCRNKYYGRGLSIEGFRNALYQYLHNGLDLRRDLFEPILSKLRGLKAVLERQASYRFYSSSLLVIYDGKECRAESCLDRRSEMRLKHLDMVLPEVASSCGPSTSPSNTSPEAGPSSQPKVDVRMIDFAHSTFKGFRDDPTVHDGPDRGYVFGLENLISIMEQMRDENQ
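ADP-Glo luminescence measures ADP made by human IP6K1 during a 2 h RT reaction with ATP/IP6 (mix at 1.3 mM/130 uM); top library doses 57.5 and 19.1 uM final.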
HEK293 tox: kills HEK 293 cells | HEK 293 viability, ATP luminescence (CellTiter-Glo), 48-72 h | Potency, µM (doses to about 115 µM), for inactives: at the highest dose activity change, negative = cytotoxicity, most hits filed as inhibitors | AID 1345083 | 94,000 tested, 6.6% active; note: potency is the fitted concentration of half-maximal effect; nearly all actives have a fitted effect of over 60% in size
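ATP-coupled CellTiter-Glo luminescence served as viability read-out, recorded 10 min after reagent addition at room temperature. HEK 293 cells, 250 cells/well, had been incubated with pintool-transferred compound for 48 or 72 hr at 37 degree Celsius.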
HEK293 viab: cell viability loss counter-screen. HEK-293-SNCA-luc viability, GF-AFC fluorescence, 24 h. Potency, µM (highest dose often 57.1 µM), inactives show at the top dose activity change, negative = cytotoxicity, hits mostly cytotoxic. 150,000 tested, 0.12% active;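 note: potency is the fitted concentration of half-maximal effect; 0% = DMSO-treated cells and -100% = medium-only wells without cells; nearly all actives have a fitted effect of over 30% in size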
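Cytotoxicity counterscreen: after 24 h compound treatment of genome-edited SNCA-luciferase HEK-293 cells, live-cell protease substrate GF-AFC read by fluorescence after 30 min; activity scaled between DMSO (0%) and medium-only (-100%), curves Hill-fitted.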
SNCA expr inh: SNCA gene expression inhibition | 140,000 tested, 0.17% active | HEK-293 SNCA-luciferase knock-in, luminescence, 24 h | Potency, µM (titrated, usually from 57.2 µM), without a hit: at the top dose activity change, negative = inhibition, hits mostly inhibitors;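 note: potency is the fitted concentration of half-maximal effect; plate controls were DMSO cells for no effect and cell-free wells for full effect; nearly all actives have a fitted effect of over 45% in size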
NIH3T3 tox: cytotoxic compounds in NIH 3T3 cells. Potency, µM (highest dose often 96.7 µM), for the others: at the top dose activity change, negative = cytotoxicity, hits mostly inhibitors. 94,000 tested, 4.3% active. NIH 3T3 viability, CellTiter-Glo ATP luminescence, 48-72 h. AID 1345082; note: potency is the fitted concentration of half-maximal effect; nearly all actives have a fitted effect of over 55% in size
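First NIH 3T3 cells are plated at 400 cells/well; next compound is pinned in; then plates incubate 48 or 72 hr at 37 °C; finally CellTiter-Glo is added and luminescence read after 10 min.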
Luciferase inh: inhibitors of firefly (Photinus pyralis) luciferase; purified P. pyralis luciferase, luminescence, biochemical; Potency, µM (doses to about 115 µM), inactives show at the highest dose activity change, negative = inhibition, actives largely listed as inhibitors; 76,000 tested, 2.5% active; note: potency is the fitted concentration of half-maximal effect; nearly all actives have a fitted effect of over 65% in size
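Biochemical qHTS: compound (6-point titration) added to 10uM D-luciferin plus 10uM ATP in Tris acetate pH 7.5 buffer with Mg, Tween-20 and BSA, then purified enzyme at 10nM; light output imaged.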
GPT2 inhibitor: inhibitors of human GPT2 alanine aminotransferase | Q8TD30 | Recombinant GPT2, coupled pyruvate oxidase/HRP Amplex Red fluorescence | Potency, µM (top dose mostly 57.7 µM), for inactives: at the top dose activity change, negative = inhibition, hits mostly inhibitors | 100,000 tested, 0.25% active; note: potency is the fitted concentration of half-maximal effect; nearly all actives have a fitted effect of over 60% in size; many of its hits are not listed in these tables
Target sequence (Q8TD30 whole entry, looked up): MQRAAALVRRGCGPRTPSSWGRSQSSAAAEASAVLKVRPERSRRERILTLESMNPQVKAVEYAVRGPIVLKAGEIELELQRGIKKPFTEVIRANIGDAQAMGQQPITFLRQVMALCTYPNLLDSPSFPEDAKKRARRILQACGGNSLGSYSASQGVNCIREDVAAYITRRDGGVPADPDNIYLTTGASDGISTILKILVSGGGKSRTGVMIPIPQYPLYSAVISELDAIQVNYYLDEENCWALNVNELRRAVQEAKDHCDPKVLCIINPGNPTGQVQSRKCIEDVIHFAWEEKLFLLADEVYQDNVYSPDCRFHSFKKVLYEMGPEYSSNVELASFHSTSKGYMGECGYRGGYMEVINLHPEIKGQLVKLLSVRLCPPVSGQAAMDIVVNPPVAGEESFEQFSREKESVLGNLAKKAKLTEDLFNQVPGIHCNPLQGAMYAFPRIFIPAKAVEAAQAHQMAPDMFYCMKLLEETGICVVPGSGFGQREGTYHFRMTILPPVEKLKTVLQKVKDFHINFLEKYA
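GPT2 10ng/uL, a-KG 250uM, L-Ala 2mM, HEPES pH7.5 + 0.0001% Tween; 30 min RT. Then Amplex mix (PO/HRP/ThPP), 30 min RT dark, fluorescence. AOA 50uM used as positive control.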
* marks the source's active call; other numbers are inactive results; i = inactive; ? = inconclusive; . = not tested or not shown; & = joins results of further samples; [ ] = remark or other dose. Unless noted, calls come from the whole dose curve; as a rule, active = well fitted curve in the direction sought with a large enough effect; inconclusive = small, poorly fitted or top-dose-only effect, or another doubt; inactive = no such curve, though single readings can be large; an effect the other way counts as inactive or inconclusive. Unless noted, % is set by controls: 0 for no effect and ±100 for the full control effect.

SMILES | IP6K1 inhibitor | HEK293 tox | HEK293 viab | SNCA expr inh | NIH3T3 tox | Luciferase inh | GPT2 inhibitor
CCOC(=O)c1cc2c(=O)n3ccccc3nc2n(Cc2ccco2)c1=NC(=O)c1cccc(Br)c1 | -4 | . | 6% | 2% | . | . | .
Cn1nccc1C(=O)N1CCCCCCNC(=O)[C@@H]2C[C@@H](c3nc(-c4cccnc4)no3)C[C@@H]21 | 2 | i | -22% | 8% | -2% | 5% | i
Cc1cc(=O)n(CC(=O)Nc2ccc(Br)cc2)c(N2CCOCC2)n1 | 4 | -31% | 2% | -19% | ? | -5% | -2%
COCCOC(=O)C1=C(C)N=C2SC=C(CC(=O)NCc3ccco3)N2C1c1ccccc1OC (configuration not stated) | 7 | -42% | -17% | -11% | -22% | 5% | i
COc1ccc(CNC(=O)[C@@H]2COCC(=O)N2Cc2ccc(OC)c(OC)c2)cc1 | 8 | ? | 1% | 7% | -32% | -8% | i
CNc1cc(C)nc(N2CCN(Cc3cccc(OC)c3)C(CCO)C2)n1 (configuration not stated) | 12 | ? | -16% | 15% | ? | 5% | i
Cc1ccc(NC(=O)N2CCC3(CC2)Oc2ccccc2C(=O)N3Cc2ccc(F)cc2)cc1 | -5 | . | -5% | 72%[activator] | . | . | .
O=C(Cc1cccc(F)c1)NCc1nnc2ccc(-c3ccc(F)cc3)nn12 | 19 | -22% | -8% | -30% | -8% | 10% | i
CCc1ccccc1NC(=O)CN(Cc1ccccc1)S(=O)(=O)c1ccc2nc(C)sc2c1 | -12 | . | 5% | -9% | . | . | .
O=C(Nc1ccc([C@H]2OCC(=O)N(C3CCOCC3)[C@@H]2CO)cc1)c1ccc(F)c(Cl)c1 | -11 | -13% | -6% | -7% | -20% | ? | 0%
Cn1ccnc1CNC(=O)C[C@@H]1C[C@H]2O[C@H](CNCc3ccccc3C(F)(F)F)[C@@H](O)[C@H]2O1 | 5 | -3% | 0% | -3% | i | 3% | 0%
O=C(NCc1ccnc2[nH]ccc12)c1ccccc1 | 1 | -5%[172 µM] | -1%[87.6 µM] | 74%[activator][87.6 µM] | -6%[138 µM] | ? | i
CCOC(=O)c1c(NC(=O)CSc2cn(CCNC(=O)c3ccccc3F)c3ccccc23)sc2c1CCC2 | 25 | . | -2% | 1% | . | . | .
CC(C)(C)c1cc(CC2(NCc3ccc(Cl)cc3)COC2)no1 | -5 | ? | -16%[87.6 µM] | -6%[87.6 µM] | ? | -4%[172 µM] | ?
Cc1ccc(CN2CC[C@H]3C(=O)NCCCCCN(Cc4cccnc4)[C@@H]3C2)o1 | 2 | -41% | -11% | 13% | -9% | -2% | 4%
Cc1ccc(-n2cccn2)c(-c2nccn2-c2ccc(C(N)=O)cc2)c1 | -3 | -13% | -8% | 16% | 4% | 5% | 1%
Cc1cc(-c2cc3c(cn2)CN(Cc2ccccn2)CCN3)ccn1 | -12 | ? | 8%[87.6 µM] | 22%[87.6 µM] | 89µM* | 14µM* | -1%[88.5 µM]
Cc1ccc(C)c(N2CCN(S(=O)(=O)c3ccc4c(c3)CC(=O)N4C)CC2)c1 | 54 | . | -16% | -20% | . | . | .
COC(=O)c1n[nH]n(-c2ccccc2)c1=O | -3 | . | 0% | ? | . | . | .
Cc1cccc(C)c1NC(=O)CCS(=O)(=O)c1ccc2c(c1)n(C)c(=O)c(=O)n2C | 8 | . | 5% | 29% | . | . | .
Clc1ccccc1C(c1ccccc1)(c1ccccc1)n1ccnc1 | 10 | . | -29% | ? | . | . | 2%&-7%
CCc1ccc2occ(CC(=O)Nc3c(C(=O)Nc4ccc(OC)cc4)oc4ccccc34)c2c1 | -8 | . | 5% | 32%[activator] | . | . | .
Cc1nc(-c2ccccc2OC2CN(S(=O)(=O)Cc3ccccc3F)C2)no1 | 8 | ? | 4% | -11% | ? | 5% | i
O=C(O)c1ccc2c(c1)CC(=O)N2Cc1ccc(F)cc1 | -7 | 5% | -5% | 54%[activator] | -12% | -13% | 4%
O=C(Cc1ccccc1)NC1CCN(C(=O)N2CC3CC(C2)[C@H]2CCCC(=O)N2C3)CC1 (some centres not stated) | 25 | 3% | -4% | 4% | i | 0% | -10%
COc1ccc(-c2cc(N3CCCN(C(=O)Cc4cccc(OC)c4)CC3)n[nH]2)cc1 | 6 | ? | -13% | 28% | -20% | -7% | ?
COCCN1CCC(N2CCN(S(=O)(=O)c3cccc(C)c3)CC2)C1=O (configuration not stated) | 17 | 3% | -1% | -2% | -13% | -10% | i
O=C(c1cccc(N2CCNC2=O)c1)N1CC(=O)N(C2CCCCC2)CC(OCc2ccccc2)C1 (configuration not stated) | -6 | 22% | -3% | -29% | 0% | 1% | 5%
CCC(C)C(=O)OC1CC(O)C23C4OCC5(C(O)CC2C1(C)C(O)O4)C3C(=O)C(O)C1(C)C(O)(c2ccoc2)CC2OC251 (configuration not stated) | 14 | . | -41%[23.9 µM] | . | . | . | i
COCC(=O)NC[C@@H]1C=C(C)[C@H](CC(=O)N(C)Cc2ccccc2)C[C@H]1C(C)C | 12 | ? | ? | -13%[87.6 µM] | ? | -9%[172 µM] | -36%[88.5 µM]
COCCn1nc2n(c1=O)CCN(C(=O)COc1ccc(F)cc1)CC2 | -7 | -4% | -6% | -9% | -6% | 5% | i
Cc1cccc(C(=O)N2C(C(=O)NCC3CCCO3)COC23CCC(C)CC3)c1 (configuration not stated) | -6 | -17% | ? | -4% | -27% | -13% | -20%
Cc1nnc2ccc(N3CCN(C(=O)Nc4ccc(Cl)cc4)CC3)nn12 | 11 | ? | . | . | ? | . | .
COc1ccc(S(=O)(=O)N2CCC3(CC2)CC(OCC2CC2)CCO3)cc1 (configuration not stated) | -20 | -6% | 4%[12.5 µM] | -13% | ? | 2% | i
Cn1c(NCCN(CCO)CCCc2ccc([N+](=O)[O-])cc2)cc(=O)n(C)c1=O | 25 | . | -3% | 11% | . | . | i
CCOC(=O)c1cccc(NC(=O)c2cc(S(=O)(=O)N3CCCC3)cn2C)c1 | 19 | . | 3% | -5% | . | . | .
CCOc1ccc(NC(=O)c2oc3ccccc3c2NC(=O)COc2cccc(OC)c2)cc1 | 9 | . | 6% | 36%[activator] | . | . | .
COc1ccc(CSc2nc3ccncc3n2CC(=O)Nc2ccc(C)c(F)c2)cc1 | 4 | . | 8% | 39%[activator] | . | . | .
COCCNC(=O)CCn1c(=O)c2cc(OC)c(OC)cc2n(CC(=O)Nc2ccc(F)c(Cl)c2)c1=O | -17 | . | 4% | 2% | . | . | .
Cc1ccc2c(C(=O)NCCc3cccnc3)cc(NC(=O)C(C)C)cc2n1 | 17 | -2% | -3% | -10% | 3% | -14% | i
COc1cccc(C(=O)N2CCC(N3C[C@H](O)C[C@H]3C(=O)NCCN3CCCC3)CC2)c1 | -4 | i | 14% | -13% | -8% | -8% | i
COc1ccccc1Nc1ccnc(N2CCCC(C(=O)NC3CCCC3)C2)n1 (configuration not stated) | 19 | ? | -20%[12.5 µM] | 0% | 35µM* | . | i
CNC(=O)CCC[C@@H]1[C@H]2CCCN3CCC[C@@H](CN1C(=O)NCCc1ccccc1)[C@@H]23 | -4 | 1% | 1% | 45%[activator] | 4% | -9% | i
Cn1ncc2c(C(=O)NCc3ccc(F)cc3)cc(-c3cccc(F)c3)nc21 | 8 | ? | . | . | ? | . | .
CC(C)(Oc1nn(CC2CCOCC2)c2ccccc12)C(=O)NCCc1ccccc1 | 6 | 100µM* | -22%[87.6 µM] | -7%[87.6 µM] | ? | 4%[172 µM] | -18%[88.5 µM]
Cn1nc(C(=O)Nc2cccc(C(F)(F)F)c2)c2c1-c1ccccc1S(=O)(=O)C2 | -4 | . | 4% | -13% | . | . | .
CC1(C(=O)N2CCN(c3ncccn3)CC2)CCOCC1 | 0 | 3% | 3% | -20% | 4% | . | 3%
c1ccc(CNc2ncc(CN3CCC4(CCNCC4)C3)cn2)cc1 | -3 | ? | 13% | 7% | ? | 2% | i
COCCNC(=O)c1ccc2c(=O)n(CCOC)c(SCC(=O)c3c[nH]c4ccccc34)nc2c1 | -13 | . | 1% | ? | . | . | .
CCCCN1C(=O)C(O)(CC(=O)c2ccc(C(C)(C)C)cc2)c2ccccc21 (configuration not stated) | -9 | . | -8% | ? | . | . | .
C[C@@H]1C(=O)O[C@H]2C[C@]34[C@H]5C[C@@H](C(C)(C)C)[C@]36[C@@H](OC(=O)[C@H]6O)O[C@]4(C(=O)O5)[C@]21O | 14 | . | 0%[23.9 µM] | . | . | . | i
COc1ccccc1N(Cc1cc2cccc(C)c2[nH]c1=O)C(=O)c1cccc(Cl)c1 | -7 | . | 2% | -15% | . | . | .
O=C(c1nc2cccnc2n(CCc2ccccc2)c1=O)N1CCCC1 | 10 | -2% | 1%[12.5 µM] | 31%[activator] | -19% | . | -10%
CNC(=O)C1CCC(Cn2c(=O)c3sccc3n(CC(=O)Nc3ccccc3)c2=O)CC1 (configuration not stated) | -5 | . | 6% | -6% | . | . | .
COc1ccccc1CNCCCCCCNCCCCCCCCNCCCCCCNCc1ccccc1OC | . | . | -5% | 15% | . | . | 0%
CN1C[C@H](NC(=O)C2CCOCC2)CCC[C@@H](C(=O)NC2CC2)CC1=O | 11 | 2%[172 µM] | 7%[87.6 µM] | 12%[87.6 µM] | 3%[138 µM] | 9%[172 µM] | 2%[88.5 µM]
COc1ccc2c(CNCc3ccc(C)o3)c(C(=O)O)n(Cc3ccccc3)c2c1 | 9 | . | -18% | 14% | . | . | .
COC(=O)[C@H](Cc1ccc(OC)cc1)NC(=O)[C@H]1CN(C(=O)Nc2ccccc2)CCN1C(=O)C1CCCCC1 | 3 | i | -3% | -19% | ? | -6% | -1%
CC(C)c1nccn1CCCNC(=O)c1ccc(-c2ccccc2F)nc1 | -8 | -26% | 0% | -9% | ? | 3% | 4%[11.5 µM]
O=C(CCC1CCN(S(=O)(=O)c2ccccc2)CC1)NCc1ccc(F)cc1 | 8 | ? | -5% | 3% | ? | -18% | 3%

An excerpt of these results, with two lines to a compound.
Below each SMILES: IP6K1 inhibitor, HEK293 tox, HEK293 viab, SNCA expr inh, NIH3T3 tox, Luciferase inh, GPT2 inhibitor
- CC1(C(=O)N2CCN(c3ncccn3)CC2)CCOCC1
  0, 3%, 3%, -20%, 4%, ., 3%
- c1ccc(CNc2ncc(CN3CCC4(CCNCC4)C3)cn2)cc1
  -3, ?, 13%, 7%, ?, 2%, i
